# Source: PubChem BioAssay
# FECH inh – human FECH heme synthesis enzyme inhibition; hit rate 3.3% among 20,000; purified FECH, Ni-mesoporphyrin absorbance 550 nm; P22830; calls only at 10 µM (by protocol);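 active means enzyme reaction rate more than 3 SD below the solvent-only control wells on the same plate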;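 further: lower slope than DMSO wells means FECH inhibition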
# Target sequence (P22830 whole entry, looked up): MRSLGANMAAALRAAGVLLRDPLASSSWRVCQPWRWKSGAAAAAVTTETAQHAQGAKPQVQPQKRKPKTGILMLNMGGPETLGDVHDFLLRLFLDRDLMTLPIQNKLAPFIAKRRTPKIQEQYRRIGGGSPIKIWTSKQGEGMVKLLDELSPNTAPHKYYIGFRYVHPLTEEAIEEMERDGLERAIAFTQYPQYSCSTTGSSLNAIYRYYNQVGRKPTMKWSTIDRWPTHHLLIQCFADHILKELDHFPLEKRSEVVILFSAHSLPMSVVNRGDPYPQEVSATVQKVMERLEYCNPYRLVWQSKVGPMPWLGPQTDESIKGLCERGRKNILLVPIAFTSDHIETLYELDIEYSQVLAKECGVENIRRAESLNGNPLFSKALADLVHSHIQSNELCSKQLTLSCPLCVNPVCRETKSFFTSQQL
# Calls only; i = inactive; + = active, no number. Some of the compounds tested. The share of hits here may be higher or lower than overall.
SMILES,FECH inh
c1csc(-c2nccn2Cc2ccc3nsnc3c2)c1,i
COC(=O)C(NC1CSCCSC1)c1cccc(C)c1 (stereo not given),i
NS(=O)(=O)c1ccc(CCN[C@H]2CS(=O)(=O)C[C@@H]2S(=O)(=O)c2ccc(Cl)cc2)cc1,i
O=C(NCCS(=O)(=O)N1CCCC1)c1cccc(Cn2cccn2)c1,i
Cc1ccc(C)c(OC(C)C(=O)NCCNS(C)(=O)=O)c1 (stereo not given),i
CCOc1ccc(NC(=O)C2CCCN2S(=O)(=O)c2ccc3c(c2)CCCC(=O)N3)cc1 (stereo not given),i
COc1cccc(CNS(=O)(=O)c2ccc3c(c2)CCN3C(=O)CCC(=O)N2CCCCCC2)c1,i
O=c1ccc(-c2ccc(Cl)c(S(=O)(=O)Nc3ccccc3)c2)n[nH]1,i
CCOC(=O)c1ccc(NC(=O)CN2CCN(Cc3ccc(F)cc3Cl)S2(=O)=O)cc1,i
CC(=O)NCCc1cn(-c2cccc(OC(C)C)c2)cn1,+

# The list goes on, starting with the last 3 of the part before.
SMILES,FECH inh
O=c1ccc(-c2ccc(Cl)c(S(=O)(=O)Nc3ccccc3)c2)n[nH]1,i
CCOC(=O)c1ccc(NC(=O)CN2CCN(Cc3ccc(F)cc3Cl)S2(=O)=O)cc1,i
CC(=O)NCCc1cn(-c2cccc(OC(C)C)c2)cn1,+
Cc1ccsc1CN(Cc1ncc[nH]1)C1CC1,i
CCN(CC)C1CCN(C(=O)c2cc(NC(C)=O)ccc2Cl)C1 (stereo not given),i
O=C(NC1CCCCC1)c1nc[nH]c1C(=O)N1CCOCC1,i
CN(C)c1ncccc1CNC(=O)c1cnc2c(c1)nnn2C,i
Cc1cc(CC(=O)Nc2ccnn2Cc2cccc(Cl)c2)on1,i
CN(C)C(=O)c1ccc(S(=O)(=O)NC2CCCCCC2)s1,i
COc1ccc(Cl)cc1NCc1cc(=O)n2[nH]c(NCc3ccccc3)nc2n1,i
CCOc1ccc(CNC(=O)CC2CCN(S(=O)(=O)c3ccccc3)CC2)cc1OC,i
CCn1c(C2CCCN(C(=O)c3c(C)[nH]c(C(C)=O)c3C)C2)nn(C)c1=O (stereo not given),i
Cc1cc(C)c(CN2CCN(Cc3ccccc3Cl)S2(=O)=O)c(C)c1,i
COc1ccc(NC(=O)NCCc2nc3cccnc3n2C2CCCCC2)cc1OC,i
O=C(O)c1cccc(CC2CCN(C(=O)Cc3ccccc3)C2)c1 (stereo not given),i
Cc1ccccc1Cn1cc(C(=O)Nc2cc(F)ccc2F)ccc1=O,i
Cc1ccc(Cn2c(=O)c3cnc(-c4ccncc4)nc3n(C)c2=O)cc1,i
CCc1nc(C)ccc1OCC(=O)N1Cc2cnc(CC(C)C)nc2C1,i
COCc1cc(CNC(=O)c2cc3sccc3[nH]2)[nH]n1,i
CCc1ccc(-n2c(CN3CCN(C(=O)Nc4c(C)cccc4C)CC3)nc3cccnc32)cc1,i
CCOc1ccccc1CN(CC)C(=O)c1c[nH]c2ccc(OC)cc2c1=O,i
Cc1cccc(NC(=O)CN2CCN(Cc3ccccc3Cl)S2(=O)=O)c1C,i
Cc1cccc(N2CCC(NCc3nc(-c4cccnc4)no3)CC2)c1C,i
C=CCc1cc(CN2CCN(c3ccncc3)CC2)ccc1OC,i
Cc1ccc(NC(=O)N2CCC(n3c(C)nc4cccnc43)CC2)cc1F,i
COC(=O)[C@@H]1C[C@H](NC(=O)c2cc3sccc3[nH]2)CN1C,i
CCc1nc(NC(=O)NCc2ccc(Cl)cc2Cl)nn1C,i
COCCc1noc(CN2CC[C@H](CO)[C@H](O)C2)n1,i
CC(C)=CC(=O)N1C[C@H](N)C[C@H]1C(=O)NC(C)C,i
c1ccc(-c2ncn(CC3CCCCO3)c2-c2ccnc3ccccc23)cc1 (stereo not given),i
CC(C)c1cc(C2CCN(C(=O)c3n[nH]c(=O)c4ccccc34)CC2)[nH]n1,i
Cc1ccnc(NC(=O)CN2C(=O)CCc3cc(S(=O)(=O)N4CCCC4)ccc32)c1,i
COc1cccc(SCC(=O)Nc2cnc3n2CCCC3)c1,i
O=c1cc(CN2CCCC(N3CCN(Cc4ccc5c(c4)OCO5)CC3)C2)[nH]c(=O)[nH]1 (stereo not given),i
COc1cccc(-c2cc(N3CCN(C(=O)Nc4ccccc4Cl)CC3)ncn2)c1,i
O=S(=O)(c1cccc2nonc12)N1CCCn2cncc2C1,i
COc1ccc(NC(=O)CN2CCN(Cc3ccccc3F)S2(=O)=O)c(OC)c1,i
Cc1cnc(NC(=O)c2cccc(CN3CCNC(=O)C3CCO)c2)s1 (stereo not given),i
O=S(=O)(NCCn1c(-c2ccc(F)cc2)nc2cccnc21)c1cccc(Cl)c1,i
Cc1ccc(-c2cc(N3CCN(S(=O)(=O)c4cc(F)ccc4F)CC3)ncn2)cc1,i
CCCC(=O)Nc1cccc(OCc2cc(=O)n3ccc(C)cc3n2)c1,i
CC1CCCCN1CCNC(=O)C1CCN(c2ncnc3c2nc2n3CCCCC2)CC1 (stereo not given),i
CCCc1nc(NC[C@@H]2CCCO2)c2cnn(C)c2n1,i
CCc1nc(OCC(=O)NCc2ccccc2OC)c2c(C)c(C)oc2n1,i
NC1(C(=O)O)CCN(Cc2ccc(Oc3ccccc3)nc2)C1 (stereo not given),i
CCc1nc(C)sc1CNC(=O)c1cc2n(n1)CCCNC2,i
COCCn1c(CNS(=O)(=O)c2cccc(Cl)c2)nc2cccnc21,i
Cc1ccc(N(Cc2nc3nc(C)cc(C)n3n2)C(=O)CC(C)C)cc1,i
CC(=O)Nc1ccc(S(=O)(=O)N2CCN(c3nc(C)cc(N4CCOCC4)n3)CC2)cc1,i
COc1ncccc1-c1nc2ccccc2n1CCO,i
O=S(=O)(NCc1nc2cccnc2n1C1CCCC1)c1ccc(F)cc1,i
Cc1cc(C)n(CCNC(=O)[C@H](N)CC(C)C)c(=O)n1,i
Cc1sc2ncnc(N(C)Cc3nc(C4CC4)no3)c2c1C,i
# Continued.
SMILES,FECH inh
Cc1ccc(-c2nccc(CCC(F)(F)F)n2)c(F)c1,i
CCc1cnc(C)nc1NC(C)c1nncn1C (stereo not given),i
CCC(CC)n1nc(C)cc1NC(=O)c1cnoc1C1CC1,i
CC(=O)c1ccc(NC(=O)C2CCN(c3ncnc4c3nc3n4CCCCC3)CC2)cc1,i
Cc1ccc(Nc2nc(NCc3ccc(F)cc3)nc3c2cnn3-c2ccccc2)cc1C,i
CN(CCc1ccccc1)Cc1cc(C(=O)N2CC[C@H](O)C2)no1,i
CC(C)C(=O)Nc1nc2n(n1)C(c1ccccc1Cl)C=C(c1ccccc1)N2 (stereo not given),i
COCCN1CCC(C(=O)N2CCN(C)C3(CCN(C)CC3)C2)C1 (stereo not given),i
COc1cccc(C(=O)Oc2ccc(Nc3cc(C)nc4nc(-c5cccnc5)nn34)cc2)c1,i
O=C(NCC1(Cn2cccn2)CC1)C1CCCN(Cc2ccco2)C1 (stereo not given),i

# Three compounds drawn at random from those above:
SMILES,FECH inh
CC(=O)c1ccc(NC(=O)C2CCN(c3ncnc4c3nc3n4CCCCC3)CC2)cc1,i
CCc1cnc(C)nc1NC(C)c1nncn1C (stereo not given),i
COCCN1CCC(C(=O)N2CCN(C)C3(CCN(C)CC3)C2)C1 (stereo not given),i

# Arranged by SMILES length (lowest first): part of the list above
SMILES,FECH inh
COc1cccc(-c2cc(N3CCN(C(=O)Nc4ccccc4Cl)CC3)ncn2)c1,i
CCOc1ccc(CNC(=O)CC2CCN(S(=O)(=O)c3ccccc3)CC2)cc1OC,i
COc1cccc(C(=O)Oc2ccc(Nc3cc(C)nc4nc(-c5cccnc5)nn34)cc2)c1,i

# Additional entries
SMILES,FECH inh
COc1ncccc1-c1ccc(CN2CCCC2)cc1,i
Cc1ccc(C)c(OC(C)C(=O)N2CCc3[nH]nc(C(C)C)c3C2)c1 (stereo not given),i
O=C(O)C1CC(=O)N(c2ccc(CCc3ccccn3)cc2)C1 (stereo not given),i
Cc1cc(C)n2nc(CN(C(=O)CC(C)C)c3cccc(Cl)c3)nc2n1,i
COC(C)(C)CC(C)NCc1noc(C2CCCC2)n1 (stereo not given),i
Cc1ccc(CNC(=O)C2CCCN2C(=O)c2ccc(-c3noc(C)n3)cc2)cc1 (stereo not given),i
C=CCn1cc(CN(C)C(C)CC(=O)NC)c(C)n1 (stereo not given),i
COc1ccccc1OC(C)(C)C(=O)N1CCOC2(CNCCOC2)C1 (stereo not given),i
O=C(C1CCCCC1)N1CCCC1c1nn2c(C3CC3)nnc2s1 (stereo not given),i
O=C(Nc1ccccc1)N1CCN(CCn2c(C(F)(F)F)nc3cccnc32)CC1,i
Cc1nc(CCNC(C)Cn2cncn2)nc2c1CCCC2 (stereo not given),i
CC(c1cccs1)N(C)Cc1cnc(N)nc1 (stereo not given),i
Cc1ccc(NC(=O)CN2C(=O)CC(c3ccccc3)=Nc3ccccc32)cc1,i
Cn1c(=O)c2c(-c3ccc(Cl)cc3)c(NCCc3ccccc3)oc2n(C)c1=O,i
CCc1cc(Sc2ccc(NC(=O)CCc3ccccc3)cc2)n2ncnc2n1,i
Cc1scc(C(=O)N2C[C@H](N)C[C@H]2C(=O)NC(C)C)c1-c1ccccc1,i
Cc1cccc(N(Cc2nc3nc(C)cc(C)n3n2)C(=O)C(C)C)c1,+
Cc1ccccc1-c1cc(O)c2c(c1)CN(C(=O)c1cccc(=O)[nH]1)CCO2,i
CCC(CC)n1ncc2c1NC(=O)CC2c1cccc2nonc12 (stereo not given),i
CC(=O)Nc1ccc(Nc2nc(C)cc(Nc3ccccc3)n2)cc1,i
O=C(NCc1nc(-c2cccc(F)c2)c(-c2ccccn2)[nH]1)C1CCCCO1 (stereo not given),i
Cc1cc(C)n(-c2cc(Nc3ccc(Cl)cc3)ncn2)n1,i
O=C(C1CCCN(c2ncnc3c2nc2n3CCCCC2)C1)N1CCCCCC1 (stereo not given),i
COc1ccccc1-n1cc(C(C)N2Cc3ncccc3C2=O)cn1 (stereo not given),i
CS(=O)(=O)N1CCN(C(=O)c2cn[nH]n2)CC1,i
Cc1cccnc1-n1cnc2ccccc21,i
NS(=O)(=O)c1ccc(NC(=O)c2ccc(=O)n(Cc3ccc(Cl)cc3)c2)cc1,i
Cc1ccc(-c2ncc3c(=O)n(Cc4cccc(C)c4)c(=O)n(C)c3n2)cc1,i
Cn1nc2n(c1=O)CC(C(=O)Nc1cnc3n1CCCC3)CC2 (stereo not given),i
CC(=O)c1cccc(-n2cnnc2Cn2cccn2)c1,i

# Structures listed so far marked active in FECH inh:
SMILES,FECH inh
CC(=O)NCCc1cn(-c2cccc(OC(C)C)c2)cn1,+
Cc1cccc(N(Cc2nc3nc(C)cc(C)n3n2)C(=O)C(C)C)c1,+

# Additional entries follow:
SMILES,FECH inh
Cc1cc(N2CCCC2)nc(N2CCN(S(=O)(=O)c3cccc(F)c3)CC2)n1,i
COc1ccc(-c2cc(N3CCN(C(=O)NC(C)C)CC3)ncn2)cc1,i
CN(Cc1nc(C2CC2)no1)C1CCN(C(=O)c2ccncc2)CC1,i
COc1cc(C(=O)Nc2ccc(Nc3nc(C)cc(Nc4ccccc4)n3)cc2)cc(OC)c1OC,i
COCCn1c(CCCC(=O)NC2CCCCC2)nc2cccnc21,i
Cc1ccc(C2=CC(c3ccc(F)cc3)n3nc(NC(=O)c4ccc(F)cc4)nc3N2)cc1 (stereo not given),i
CCc1nc2nc(C)cc(N3CCN(c4ccc(OC)cc4)CC3)n2n1,i
CSCc1noc(CNC2CCN(CC(C)C)CC2)n1,i
Cc1cccc(NC(=O)CCNC(=O)c2ccc3c(c2)nnn3C)c1,i
Cc1cc(N2CCC(Nc3ncccn3)CC2)nc(-c2cccnc2)n1,i
Cc1ccc(NC(=O)N2CCC(n3cnc4cccnc43)CC2)cc1F,i
Cc1ccc(NC(=O)CN2CCCC(OCc3ccccn3)C2)cc1C (stereo not given),+
Cc1ccc(CN2CCCN(CC(=O)NC3CCCCC3)S2(=O)=O)cc1,i
CCC(=O)Nc1ccc(Nc2nc(C)cc(Nc3ccccc3)n2)cc1,i
Cc1ccc(-c2nccn2-c2cccc(-c3nnc(C)s3)c2)o1,i
Cc1ccccc1Cn1cc(C(=O)Nc2ccc(S(N)(=O)=O)cc2)ccc1=O,i
Cc1n[nH]c(C)c1CN1CCn2nc(C(=O)NCc3ccccn3)cc2C1,i
COc1ccc(NC(=O)N2CCN(c3cc(-c4ccc(OC)cc4)ncn3)CC2)cc1,i
COc1ccc(OC)c(CNC(=O)C2CCCN2c2nnc(N3CCCC3=O)s2)c1 (stereo not given),i
Cc1c(C(=O)N2CCC(n3nccc3NC(=O)C3CC3)CC2)cnc2ccnn12,i
Cc1cc(C)n2c(SCc3cc(=O)n4oc(C)cc4n3)nnc2n1,i
O=C(Nc1cccc(Cl)c1)c1nc(N2CCOCC2)c2oc3ccccc3c2n1,i
CCN1CCN(CCCNC(=O)C2CCN(c3ccc(-c4cccs4)nn3)CC2)CC1,i
CCc1nc2nc(C)c(NC(=O)Nc3ccc(C)c(Cl)c3)c(=O)n2[nH]1,i
O=C(NCc1cccs1)c1cccn1-c1nnc(N2CCCCC2)s1,i
CN(Cc1cn[nH]c1C(=O)O)C1Cc2ccccc2C1,i
O=C(Cc1ccccc1)NCC(=O)N1CCC(c2nc(-c3ccc(F)cc3)no2)CC1,i
CCCc1ccc(S(=O)(=O)N2CCN(c3cc(-c4cccc(F)c4)ncn3)CC2)cc1,i
c1coc(-c2cc(C3CCN(Cc4nc(-c5ccco5)no4)CC3)[nH]n2)c1,i
COc1cccc([C@@H]2CCN(Cc3ccc(C(=O)O)cc3)C[C@H]2O)c1,i
Cc1ccc2c(c1)CCCN2C(=O)CN(Cc1ccccn1)CC1CCCO1 (stereo not given),i
Cc1c(NCc2ccccn2)cccc1C(=O)N(C)C(C)c1ccon1 (stereo not given),i
CCn1c(C2CCN(C(=O)c3cccc(F)c3OC)CC2)n[nH]c1=O,i
